Screening data as filed in PubChem.
FBW7 activator: human FBW7 E3 ligase activation, primary screen; normalized activity (activation), % at 26.1 µM; AlphaScreen FBW7–phospho-cyclin E peptide binding, activator screen; Q969H0; 0.13% of 650,000 active; in the data active = normalized activity above about 1.9%;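 also: purified mutant Fbw7 with reduced substrate affinity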
Target sequence (Q969H0 whole entry, looked up): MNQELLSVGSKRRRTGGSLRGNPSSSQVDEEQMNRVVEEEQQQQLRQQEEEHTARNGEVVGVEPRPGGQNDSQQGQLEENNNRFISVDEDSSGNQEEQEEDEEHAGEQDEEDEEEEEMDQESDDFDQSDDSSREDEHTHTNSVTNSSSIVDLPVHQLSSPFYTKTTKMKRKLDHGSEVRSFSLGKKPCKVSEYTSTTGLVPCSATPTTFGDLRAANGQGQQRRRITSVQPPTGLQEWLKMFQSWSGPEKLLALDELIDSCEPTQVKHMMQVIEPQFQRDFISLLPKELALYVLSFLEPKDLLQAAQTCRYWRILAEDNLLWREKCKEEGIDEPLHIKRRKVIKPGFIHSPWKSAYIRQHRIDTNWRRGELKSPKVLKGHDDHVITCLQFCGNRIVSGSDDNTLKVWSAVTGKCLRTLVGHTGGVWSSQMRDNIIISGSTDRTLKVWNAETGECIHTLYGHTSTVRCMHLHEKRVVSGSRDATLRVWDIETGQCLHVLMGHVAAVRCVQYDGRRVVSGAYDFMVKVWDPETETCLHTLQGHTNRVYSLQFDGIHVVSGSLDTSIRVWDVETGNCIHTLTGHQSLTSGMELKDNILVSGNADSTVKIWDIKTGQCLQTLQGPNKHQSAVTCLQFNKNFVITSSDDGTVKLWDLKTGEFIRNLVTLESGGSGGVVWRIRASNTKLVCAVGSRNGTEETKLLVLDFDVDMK
MITF inh: human MITF inhibition, primary screen. 0.91% of 650,000 active. inhibition, % at 2.6 µM. AlphaScreen MITF homodimerization, bead proximity signal; in the data active = inhibition above about 50%;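 also: 0% = vehicle wells with protein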
GPR151 activ: activators of human GPR151; Q8TDV0; PathHunter beta-arrestin GPR151 cells, luminescence; activation, % at 11.2 µM; 1% of 650,000 active; AID 1508602; in the data active = activation above about 4.9%;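 also: 0% = median of compound wells and 100% = cells with positive control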
Target sequence (Q8TDV0 whole entry, looked up): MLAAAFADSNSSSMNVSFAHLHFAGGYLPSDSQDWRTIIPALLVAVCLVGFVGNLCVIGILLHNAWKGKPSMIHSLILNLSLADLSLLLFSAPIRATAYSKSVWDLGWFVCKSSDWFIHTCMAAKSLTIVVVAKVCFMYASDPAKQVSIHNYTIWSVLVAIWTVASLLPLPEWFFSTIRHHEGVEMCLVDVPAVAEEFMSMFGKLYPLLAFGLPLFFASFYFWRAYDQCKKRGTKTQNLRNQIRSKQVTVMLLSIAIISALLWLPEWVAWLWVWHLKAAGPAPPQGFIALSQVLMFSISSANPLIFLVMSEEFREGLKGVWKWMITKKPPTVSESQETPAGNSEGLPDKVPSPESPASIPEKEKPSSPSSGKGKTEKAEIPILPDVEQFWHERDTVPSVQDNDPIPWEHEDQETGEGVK
TEAD-YAP block: TEAD-YAP interaction inhibition | HEK-TIYL cells, TEAD-Gal4/YAP UAS-luciferase luminescence | 1.4% of 640,000 active | AID 1259422 | inhibition, % at 9.12 µM; in the data active = inhibition above about 32%;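 also: 0% = median of test compound wells and 100% = reference inhibitor wells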
* = called active by the depositor.

Values run as follows: GPR151 activ, FBW7 activator, TEAD-YAP block, MITF inh
- CCCCOc1ccc(C(=O)NCc2cn(C)nc2C)cc1
→ 0.7, -0.1, 26, -1
- CCCn1c(SCC(=O)NC(C)(C)C)nnc1-c1ccoc1C
→ -0.9, -0.1, 2, 9
- N#Cc1cnn(-c2ccccc2)c1NC(=O)c1ccccc1F
→ -1.2, 0.1, 1, 11
- CC(C)n1cnc2c(Nc3ccc4c(c3)OCO4)nc(NCCN3CCOCC3)nc21
→ -0.8, 0.0, -16, -12
- COc1cccc(C(=O)COC(=O)c2ccc(NC(=O)c3ccccc3)cc2)c1
→ -1.1, 0.0, 11, 11
- COc1cc(C(=O)N/N=C/c2cccc(OC(=O)N3CCOCC3)c2)cc(OC)c1OC
→ 2.3, -0.2, 58*, 19
- CCCC1CCC(C2CCC(c3noc(-c4ccc(-c5ccccc5)cc4)n3)CC2)CC1 (stereo not given)
→ 0.8, 0.5, -4, 10
- COc1cc(C(=O)NCCCn2ccnc2)cc(OC)c1OC
→ -0.9, 0.0, -2, 1
- Nc1c(-c2ccc([N+](=O)[O-])cc2)sc2nc3c(cc12)CCCC3
→ -0.2, 0.2, -30, 10
- CCN(CC)S(=O)(=O)c1ccc(C(=O)NCc2n[nH]c(=S)n2-c2ccc(Br)cc2)cc1
→ 1.3, 0.2, 0, 20
- CCOc1ccc(C=Nc2ccc(OC)cc2)cc1OC
→ -1.1, 1.2, 5, 10
- COc1ccccc1NC(=O)Nc1nnc(CSc2ccc(C)cc2)s1
→ 0.3, 0.9, 0, 1
- Cc1ccc(S(=O)(=O)N2CCCC2CNC(=O)C(=O)Nc2cccc(C)c2C)cc1 (stereo not given)
→ 1.3, 0.0, 4, 13
- FC(F)Oc1ccc(NC(=S)N2CCOCC2)cc1
→ 4.5, 0.0, -8, 8
- COc1nc(N2CCCCC2)nc(-n2nnc(C(C)=O)c2C)n1
→ -1.2, 0.1, -2, -3
- COC(=O)C1=NNC2C(=O)N(c3cc(C)cc(C)c3)C(=O)C12 (stereo not given)
→ 0.3, 0.4, -4, 17
- OCCOCCNc1ncnc2c1c(-c1ccccc1)cn2-c1cccc(Cl)c1
→ 1.6, -0.2, 2, 8
- O=[N+]([O-])c1ccc(N2CCN(S(=O)(=O)c3ccc4ccccc4c3)CC2)c(Cl)c1
→ 0.1, -0.1, -1, 12
- Cc1ccc2c(c1)cc(CN(Cc1ccccc1)C(=O)C1CC1)c1nnnn12
→ 0.1, 0.0, 19, 1
- CCOc1ccc(/C=N/NC(=O)CC2(C)OCCO2)cc1OCC
→ 0.6, 0.1, 5, 3

Seven structures out of the list, sorted by formula weight, high to low:
Values run as follows: GPR151 activ, FBW7 activator, TEAD-YAP block, MITF inh
- Cc1ccc(S(=O)(=O)N2CCCC2CNC(=O)C(=O)Nc2cccc(C)c2C)cc1 (stereo not given)
→ 1.3, 0.0, 4, 13
- OCCOCCNc1ncnc2c1c(-c1ccccc1)cn2-c1cccc(Cl)c1
→ 1.6, -0.2, 2, 8
- COc1ccccc1NC(=O)Nc1nnc(CSc2ccc(C)cc2)s1
→ 0.3, 0.9, 0, 1
- Cc1ccc2c(c1)cc(CN(Cc1ccccc1)C(=O)C1CC1)c1nnnn12
→ 0.1, 0.0, 19, 1
- COc1nc(N2CCCCC2)nc(-n2nnc(C(C)=O)c2C)n1
→ -1.2, 0.1, -2, -3
- COC(=O)C1=NNC2C(=O)N(c3cc(C)cc(C)c3)C(=O)C12 (stereo not given)
→ 0.3, 0.4, -4, 17
- FC(F)Oc1ccc(NC(=S)N2CCOCC2)cc1
→ 4.5, 0.0, -8, 8

Additional entries follow.
Values run as follows: GPR151 activ, FBW7 activator, TEAD-YAP block, MITF inh
- CC12C(=O)N(CC3CCCO3)C(=O)C1C1c3ccccc3C2c2ccccc21 (stereo not given)
→ 0.4, 0.2, 0, 2
- C#CCn1c(=NC(=O)c2cc(=O)c3ccccc3o2)sc2cc(C(=O)OCC)ccc21
→ -0.1, -0.1, 0, 16
- CC(=O)c1ccc(OCc2cc(C(=O)N3CCCCC3c3cccnc3)no2)cc1 (stereo not given)
→ 0.9, 0.3, -34, -1
- CCOC(=O)C1=C(c2ccccc2)Nc2ncnn2C1c1ccc(OC)c(OC)c1 (stereo not given)
→ 0.8, -0.1, 7, 5
- Cc1ccc(C(=O)NCC(=O)NCC(=O)OCC(=O)c2ccc(-c3ccccc3)cc2)cc1
→ 0.6, 0.6, -5, 18
- Cc1ccc(OCC(=O)Nc2ccc(Br)cn2)c(C)c1
→ 8.3*, -0.1, -19, 0
- N#Cc1ccccc1OCC(=O)Nc1c(F)cccc1F
→ -1.0, 0.0, -44, -18
- CC1(C)CC(=O)c2cc3c(N)c(C(=O)Nc4ccc(Cl)cc4)sc3nc2C1
→ 1.1, 0.1, -11, -11
- COc1ccccc1OCC(=O)N/N=C(\C)CC(=O)Nc1ccc(N(C)C)cc1
→ -0.4, -0.1, 27, -2
- COc1ccc2[nH]c3ccc(OC)cc3c2c1
→ 1.0, -0.1, -23, 16
- COCCn1nnnc1C(c1ccccc1)N1CCN(c2ccc(OC)cc2)CC1 (stereo not given)
→ 2.1, -0.2, 4, -7
- CC(=O)NCCc1nc2ccccc2n1CCOc1ccc(Cl)cc1
→ -1.3, 0.1, -3, 20
- Cc1cccc(CS(=O)(=O)CC2Nc3ccc(C(=O)NCc4ccccc4Cl)cc3NC2=O)c1 (stereo not given)
→ 0.0, 0.1, 7, 12
- COc1cc(C=O)ccc1OC(=O)c1ccccc1[N+](=O)[O-]
→ -0.7, 0.1, 0, 7
- Cc1ccc(C23CC4CC(CC(NC(=O)NN)(C4)C2)C3)cc1
→ -0.4, 0.0, -10, -1
- COc1ccccc1/C=C/CN1CCN(CCOCCO)CC1
→ 1.0, 0.2, 18, 54*
- CCN(CC)c1nc(C)nc2sc(C(=O)N3CCC4(CC3)OCCO4)c(C)c12
→ -1.3, -0.1, 2, -10
- COc1ccc(Nc2nc3nonc3nc2N2CCCCC2)cc1
→ 1.4, 0.1, 5, 14
- CCOc1ccc(Nc2nc(N3CCOCC3)c3[nH]cnc3n2)cc1
→ -0.8, -0.3, 16, 13
- COc1cccc(C(O)c2nc3ccccc3n2C)c1 (stereo not given)
→ -1.5, -0.4, 3, 15
- Cc1ccc(NC(=O)C(C)N2CCCC2)cc1Cl (stereo not given)
→ -0.9, -0.1, 4, 6
- CCCN(CCC)S(=O)(=O)c1ccc(C(=O)Nc2sccc2C#N)cc1
→ 1.7, 0.6, 10, 11
- O=C1OC(c2ccc([N+](=O)[O-])cc2Cl)=N/C1=C\c1ccccc1F
→ 1.9, 0.1, -3, 4
- O=C(COC(=O)c1ccco1)c1ccc(F)cc1
→ -1.6, -0.1, 3, 4
- Clc1nc(NCc2ccccc2)nc(NCc2ccccc2)n1
→ 0.7, 0.0, -1, -17
- COc1cc(C)ccc1OCC(=O)OCC(=O)c1cc(C)n(CC2CCCO2)c1C (stereo not given)
→ -1.6, -0.2, -5, -8
- CCOC(=O)N1CCN(C(=O)c2c(Cl)cccc2Cl)CC1
→ -2.5, 1.2, -5, 23
- Cc1nn(C)c(Cl)c1CN1CCCC(CO)(Cc2ccccc2)C1 (stereo not given)
→ 3.7, 0.0, -5, 6
- COCCCNc1nc2cc(F)ccc2n2ccnc12
→ -0.1, 0.0, 0, 4
- CCOc1cc(Cl)c(C2NC(=O)NC(C)=C2C(=O)OC)cc1OC (stereo not given)
→ -0.5, 0.0, -6, 6
- CC1CCCCN1c1ncnc2sc3c(c12)CCCC3 (stereo not given)
→ -1.6, 0.1, -3, 6
- COc1cccc(OC)c1C(=O)N(Cc1nc(-c2cccc(C)c2)no1)C(C)C
→ 0.4, -0.2, 12, 1
- COC(=O)c1ccc(CSc2nncc(=O)n2N)o1
→ 2.2, 0.0, 3, 4
- C=CCn1c(COc2ccc(Cl)cc2)nnc1SCCN
→ 3.1, -0.3, -4, 29
- O=C(NCCc1ccccc1)c1cnc(N2CCCC2)nc1
→ -1.3, -0.2, -56, -3
- Cc1nc(N2CCOCC2)c2c(C)c(C(=O)Nc3ccc(Br)cc3C)sc2n1
→ 1.3, 0.0, -6, 3
- COc1ccccc1NC(=O)CSc1nc2ccsc2c(=O)n1CCCCCC(=O)NCCc1ccccc1
→ -0.7, -0.1, 2, 6
- O=S(=O)(Nc1ccc2oc3c(c2c1)CCCC3)c1ccc(Cl)cc1
→ -0.2, -0.1, 1, -3
- CCCCC1(CC(=O)Nc2ccc(CC)cc2)C(=O)N(c2ccccc2)N(c2ccccc2)C1=O
→ 0.9, -0.1, 10, 0
- Cc1cc(Cl)ccc1OCCCNCCO
→ 0.1, -0.1, -6, 33
- COc1ccc2oc(=O)c(NC(=O)c3cccc([N+](=O)[O-])c3)cc2c1
→ 0.3, 0.2, 0, 14
- CCC(=O)Nc1cccc(-c2nnc3c4ccccc4c(C)nn23)c1
→ -1.8, -0.1, -20, -5
- O=c1[nH]c2ccsc2c(=O)n1-c1ccc(F)cc1
→ 2.6, -0.1, -1, -20
- Cc1csc(NC(=O)Cc2c(F)cccc2Cl)n1
→ 0.1, -0.3, -56, -2
- COc1cccc(NC(=O)C2C3C=CC4(O3)C2C(=O)N(CCCOC(C)C)C4C(=O)NC2CCCCC2)c1 (stereo not given)
→ -0.8, 0.0, -7, -3
- COc1ccccc1/C=C/C=N/NC(=O)c1cc(-c2cccc([N+](=O)[O-])c2)n[nH]1
→ -0.9, 0.0, -7, 7
- Clc1ccc(CN2CCN(Cc3ccc(Cl)cc3)C2/C=C/c2ccccc2)cc1
→ -0.6, 0.0, 7, -2
- O=C(c1cc2ccccc2oc1=O)N1CCN(C(=O)C2CCCO2)CC1 (stereo not given)
→ -0.2, -0.1, -13, 1
- O=C(CCc1nnc2n(Cc3ccccc3)c(=O)c3ccccc3n12)NCCN1CCCC1
→ 3.6, 0.0, -7, 1
- CCOC(=O)c1ccc(NC(=O)C(=O)NCCN2CCOCC2)cc1
→ -0.7, 0.1, 0, -4

Continued, overlapping the part above by two compounds.
Values run as follows: GPR151 activ, FBW7 activator, TEAD-YAP block, MITF inh
- O=C(CCc1nnc2n(Cc3ccccc3)c(=O)c3ccccc3n12)NCCN1CCCC1
→ 3.6, 0.0, -7, 1
- CCOC(=O)c1ccc(NC(=O)C(=O)NCCN2CCOCC2)cc1
→ -0.7, 0.1, 0, -4
- O=C(CSc1nc(C2CCCCC2)nc2ccccc12)NNC(=O)c1ccco1
→ -0.4, -0.1, 3, 4
- Cc1ccc2c(c1)CCCN2CN1C(=O)c2cccc([N+](=O)[O-])c2C1=O
→ 0.4, -0.1, 6, -6
- COc1ccc(C(=O)NNC(=S)NC(=O)C(C)(C)C)cc1
→ 0.5, -0.6, 0, 5
- O=[N+]([O-])c1ccccc1CN1CCN(C2CCN(Cc3ccccc3)CC2)CC1
→ -1.6, 0.0, 3, 88*
- CCC(=O)N1CCc2cc(S(=O)(=O)Nc3ccc(C)cc3)ccc21
→ -0.9, 0.5, 11, 22
- Cc1cccc(NC(=O)c2ccc(NCCN)c([N+](=O)[O-])c2)c1
→ 0.2, 0.2, -19, 18
- N#C/C(=C/Nc1ccc2c(c1)OCCO2)C(=O)NCc1ccco1
→ 0.5, 0.8, -13, 7
- CCOC(=O)c1c(NC(=O)CSc2nnc(CNC(=O)c3ccco3)n2-c2ccc(F)cc2)sc2c1CCCCC2
→ 0.0, 0.0, -6, -1
- CC(=O)c1sc2nc(SCC(N)=O)[nH]c(=O)c2c1C
→ 0.4, -0.3, 7, -6
- Cc1cc(C)c(NC(=S)N(CCCN2CCCC2)Cc2ccco2)c(C)c1
→ 0.2, 0.1, 5, -4
- CCOC(=O)CCn1c(=O)c2c(nc3n(-c4cccc(Cl)c4C)c(C)cn23)n(C)c1=O
→ -0.2, 0.0, -3, -11
- COC(=O)c1ccccc1NC(=O)Cn1ncc2c1-c1ccccc1OC2
→ -1.4, -0.2, -18, -3
- Cc1cccc(C)c1NC(=O)C(=O)NCCC(C)C
→ -0.3, 0.0, 1, 3
- COc1cc([N+](=O)[O-])cc2c1NC(c1ccccc1Cl)C1CC=CC21 (stereo not given)
→ 1.7, -0.1, -9, 2
- COc1cc(/C=N/NC(=O)c2sc(N)c(C#N)c2C)cc(Br)c1O
→ 1.0, 0.1, -20, -4
- Cc1cc(N(C)C)nc(NCCNC(=O)/C=C/c2ccco2)n1
→ 0.8, 0.1, 10, 44
- NC(=O)c1c(NC(=O)c2cc([N+](=O)[O-])ccc2Cl)sc2c1CCCC2
→ 1.2, 0.0, -3, -3
- O=C(COc1ccccc1F)NCC1CC(=O)N(c2ccc3c(c2)OCO3)C1 (stereo not given)
→ -1.0, -0.1, 6, 8
- O=C(Nc1ccc(Cl)c(NC(=O)c2ccccc2)c1)c1cc([N+](=O)[O-])cc([N+](=O)[O-])c1
→ 2.3, 0.0, 2, 10
- O=C(CCCOc1ccc(Cl)cc1Cl)NNC(=O)Cc1ccccc1
→ -0.4, 0.1, 13, 2
- Cc1c(C(=O)N2CCCCC2)sc(NC(=O)COc2ccccc2)c1C#N
→ 0.3, 0.1, 1, 5
- Cc1ccc(N)c2c3c4n(c12)CCNC4CCC3 (stereo not given)
→ -0.4, 1.3, 25, 20
- Cc1cc(OCCOCCN2CCNCC2)cc(C)c1Cl
→ 0.4, -0.3, -5, 64*
- COc1cccc(C2(O)CCN(CC(=O)NCC3CC3)CC2)c1
→ -0.5, 0.2, 5, 4
- COc1ccc(Cl)cc1C(=O)Nc1c2c(nn1-c1ccc(C)cc1)CSC2
→ 1.0, 0.1, 11, -2
- CCCN1CCN(c2c(-c3ccccc3)c(=O)c2=O)CC1
→ -0.1, 0.3, 1, 9
- CC(C)NC(=O)C(=O)N/N=C\c1c(F)cccc1Cl
→ -1.3, 0.1, 1, 3
- COCCOc1ccc(C(F)(F)F)cc1N
→ 2.2, 0.1, 5, 5
- CCOc1ccccc1NC(=S)NC(=O)c1ccccc1[N+](=O)[O-]
→ 0.0, -0.1, -2, 5
